TEAD-YAP block = TEAD-YAP interaction inhibition; inhibition, % at 9.12 µM; HEK-TIYL cells, TEAD-Gal4/YAP UAS-luciferase luminescence; hit rate 1.4% among 640,000; AID 1259422; in the data active = inhibition above about 32%;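 also: 0% = median of test compound wells and 100% = reference inhibitor wells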
GPR151 activ = human GPR151 activation | activation, % at 11.2 µM | PathHunter beta-arrestin GPR151 cells, luminescence | hit rate 1% among 650,000 | AID 1508602; in the data active = activation above about 4.9%;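 also: 0% = median of compound wells and 100% = cells with positive control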
FBW7 activator = activators of human E3 ligase FBW7; AlphaScreen FBW7–phospho-cyclin E peptide binding, activator screen; normalized activity (activation), % at 26.1 µM; hit rate 0.13% among 650,000; in the data active = normalized activity above about 1.9%;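 also: purified mutant Fbw7 with reduced substrate affinity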
Target sequence (Q969H0 whole entry, looked up): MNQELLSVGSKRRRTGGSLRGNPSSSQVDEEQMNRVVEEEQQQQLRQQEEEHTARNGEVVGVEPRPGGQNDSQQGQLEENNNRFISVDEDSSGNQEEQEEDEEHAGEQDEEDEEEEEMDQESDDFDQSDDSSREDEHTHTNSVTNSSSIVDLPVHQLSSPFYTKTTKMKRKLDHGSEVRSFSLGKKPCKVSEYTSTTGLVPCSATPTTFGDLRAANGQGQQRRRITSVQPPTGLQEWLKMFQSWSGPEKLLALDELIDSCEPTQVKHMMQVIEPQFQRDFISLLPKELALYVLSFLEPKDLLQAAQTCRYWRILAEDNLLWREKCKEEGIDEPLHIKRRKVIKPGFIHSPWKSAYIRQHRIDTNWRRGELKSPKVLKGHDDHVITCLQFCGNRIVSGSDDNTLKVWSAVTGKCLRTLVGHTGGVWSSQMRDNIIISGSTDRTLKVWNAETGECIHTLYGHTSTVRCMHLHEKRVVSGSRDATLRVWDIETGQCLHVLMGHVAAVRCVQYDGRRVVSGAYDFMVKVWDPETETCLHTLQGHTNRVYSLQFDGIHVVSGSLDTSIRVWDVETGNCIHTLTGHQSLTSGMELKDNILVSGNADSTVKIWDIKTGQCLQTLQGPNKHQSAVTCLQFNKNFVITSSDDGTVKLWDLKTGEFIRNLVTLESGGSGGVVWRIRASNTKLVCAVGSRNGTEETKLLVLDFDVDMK
MITF primary = inhibitors of human MITF; O75030; AlphaScreen MITF homodimerization, bead proximity signal; inhibition, % at 2.6 µM; hit rate 0.91% among 650,000; AID 1259374; in the data active = inhibition above about 50%;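 also: 0% = vehicle wells with protein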
* hit, by the source's call.

structure	TEAD-YAP block	GPR151 activ	FBW7 activator	MITF primary
CCn1nc(C)cc1C(=O)N1CCOc2ccc(CN3CCN(C(C)=O)CC3)cc2C1	-2	-0.3	-0.2	-2
Cc1cc(S(=O)(=O)N2CCN(c3ccccc3)CC2)c(C)s1	-3	0.6	0.5	-6
Cc1cc(Cl)ccc1OCCCC(=O)Nc1cccc(C(F)(F)F)c1	2	0.0	0.2	6
CC(=O)c1ccccc1OCCCCN1CCN(C)CC1	2	2.3	0.0	82*
C=CCN(C)C1CC(=O)N(c2ccc(F)cc2)C1=O (configuration not stated)	0	0.3	0.2	14
O=C(Nc1cncc(-c2ccncc2)c1)C1Cc2ccc3ccccc3c2O1 (configuration not stated)	-3	1.7	-0.1	-10
O=C(Nc1ccc(CN2CCN(c3ccccn3)CC2)cc1)Nc1cccs1	2	-3.5	-0.3	10
Cn1nc(-c2ccc(Cl)cc2)c2cc(C(=O)NCc3cccnc3)sc21	2	1.9	0.0	3
O=C(Nc1ccccc1C(=O)c1ccccc1)c1cccc([N+](=O)[O-])c1	2	-1.0	0.0	-11
O=C1c2ccc(Oc3cccc([N+](=O)[O-])c3)cc2C(=O)N1c1cccnc1	3	-1.6	0.0	2
CCc1ccc(NC(=O)c2sc3nc(C)nc(N4CCN(c5ccccn5)CC4)c3c2C)cc1	-3	-1.1	0.3	-3
Cn1c(NCc2ccco2)nc2c1c(=O)n(Cc1cccc(Br)c1)c(=O)n2C	-1	0.3	0.1	17
CCCc1nnc(NC(=O)CC(C)C)s1	-6	-0.9	1.6	21
CC(C)(C)C1CCc2c(sc(NC(=O)c3cc4nc(-c5ccc(Br)cc5)cc(C(F)(F)F)n4n3)c2C#N)C1 (configuration not stated)	-6	-1.7	-0.1	-10
Cn1cc(C(=O)N2CCN(c3ccccn3)CC2)nn1	4	1.8	-0.2	0

Some entries already given with just MITF primary and TEAD-YAP block.
Molecule | MITF primary | TEAD-YAP block
O=C(Nc1cncc(-c2ccncc2)c1)C1Cc2ccc3ccccc3c2O1 (configuration not stated) | -10 | -3
O=C(Nc1ccc(CN2CCN(c3ccccn3)CC2)cc1)Nc1cccs1 | 10 | 2
Cn1nc(-c2ccc(Cl)cc2)c2cc(C(=O)NCc3cccnc3)sc21 | 3 | 2
O=C(Nc1ccccc1C(=O)c1ccccc1)c1cccc([N+](=O)[O-])c1 | -11 | 2

Going on with the list:
structure	TEAD-YAP block	GPR151 activ	FBW7 activator	MITF primary
c1ccc(CNc2nc(Nc3ccncc3)nc3c2ncn3C2CCCCC2)cc1	-10	0.5	0.0	3
O=C(O)CCC(=O)N1N=C(c2ccc(Cl)cc2)CC1c1ccco1 (configuration not stated)	-1	-0.1	0.0	11
CCN(CC)CCCNC(=O)CCn1nc(-c2ccc(Cl)cc2)ccc1=O	13	-0.8	0.7	10
COC(=O)c1cc(NS(=O)(=O)c2c(C)nn(C)c2Cl)cc(C(=O)OC)c1	2	-0.9	0.0	-16
Cc1ccsc1/C=N\NC(=O)c1n[nH]c2c1CCCC2	82*	-8.7	0.2	13
COc1ccc(C(=O)Nc2cccc3ccccc23)cc1OC	-3	0.8	0.1	1
COC(=O)CSc1nc2sc3c(c2c(=O)n1Cc1ccccc1)CCN(C)C3	-8	0.9	0.4	12
O=C(CN(C(=O)CCC(=O)Nc1ccccn1)c1cccc(F)c1)NCc1ccco1	-8	-0.7	-0.2	-5
O=C(CCc1nnc(-c2ccsc2)o1)N1CCN(c2nc3ccccc3s2)CC1	3	-1.2	-0.1	1
COc1ccc(C(=O)OCCN(C)C2=NS(=O)(=O)c3ccccc32)cc1OC	-9	4.5	-0.1	-2
O=C(c1ccccc1)N1CCN(C(=S)NCc2ccco2)CC1	-16	0.0	0.2	-1
COc1ccc(S(=O)(=O)NC(C)C(=O)Nc2ccccc2)cc1Cl (configuration not stated)	-3	-0.8	0.1	12
Cc1ccc2cc3c(nc2n1)CCN(Cc1ccc(F)cc1)C3	-32	-0.2	0.0	-1
COc1nc(NCc2ccccc2)nc(Nc2ncccn2)n1	-10	-0.5	-0.3	27
COc1ccc(-c2noc(-c3nnn(-c4ccc(OC)c(Cl)c4)c3N)n2)cc1	-7	-1.3	0.0	-3

Compound profiles, from the list above.
`Cc1ccsc1/C=N\NC(=O)c1n[nH]c2c1CCCC2` as listed: TEAD-YAP block = 82*; GPR151 activ = -8.7; FBW7 activator = 0.2; MITF primary = 13
`COC(=O)CSc1nc2sc3c(c2c(=O)n1Cc1ccccc1)CCN(C)C3` as listed: TEAD-YAP block = -8; GPR151 activ = 0.9; FBW7 activator = 0.4; MITF primary = 12

The results go on:
structure	TEAD-YAP block	GPR151 activ	FBW7 activator	MITF primary
CCCOc1ccc([N+](=O)[O-])cc1C1NC(=O)NC(C)=C1C(=O)OC (configuration not stated)	-1	0.3	-0.2	-1
COc1cccc(Nc2nc(-c3cc4cc(OC)ccc4oc3=O)cs2)c1	3	0.4	0.0	1
COc1ccccc1NC(=O)COc1ccc(C(C)C)cc1	0	-1.3	0.4	19
Cc1ccc(C2CC(c3ccccc3Cl)n3ncnc3N2)cc1 (configuration not stated)	9	-0.6	-0.1	20
Cc1ccc(NC(=O)CC2S/C(=N/N=C/C=C/c3ccccc3)NC2=O)cc1 (configuration not stated)	-1	-0.5	-0.1	7
COCc1cc(C)nc2sc3c(c12)NC(c1ccccc1)NC3=O (configuration not stated)	-1	-0.8	0.4	14
O=C(Nc1nnc(Cc2cccs2)o1)c1ccc2c(c1)CCCC2	14	-0.7	-1.0	3
COc1ccc(CN2CCNC(=O)C2CC(=O)N2CCCCO2)c(OC)c1 (configuration not stated)	-1	-0.2	0.1	0
Cn1c(=O)n(CCCO)c(=O)c2c1nc1n(-c3ccccc3)c(-c3ccccc3)cn21	-4	-1.4	0.0	9
COc1ccc(CCn2c(-c3cc(C)ccc3C)csc2=Nc2cccc(C(F)(F)F)c2)cc1OC	-8	0.6	-0.2	6
COC(=O)C1=C(C(=O)OC)SC(=C2C(=S)C(C)(C)N(C(=O)c3ccccc3Cl)c3ccc(C)cc32)S1	5	0.4	-1.0	15
COCC(=O)Nc1nc2ccc(S(C)(=O)=O)cc2s1	-16	-0.9	0.3	26
COc1ccc(OC)c(/C=N/N=C2\NC(=O)C(CC(=O)O)S2)c1 (configuration not stated)	-5	-1.5	0.0	-9
Cc1cc(-n2c(SCC(=O)NCc3ccco3)nc3ccsc3c2=O)ccc1Cl	6	2.4	0.0	6
COc1cc2c(cc1OC)/C(=C(\C)C(C)=O)NCC2	1	-0.5	-0.1	-170

Following part
SMILES | TEAD-YAP block | GPR151 activ | FBW7 activator | MITF primary
CCCCSc1nnc2c(n1)OC(c1cc(OC)cc(Br)c1OC(C)=O)N(C(C)=O)c1ccccc1-2 (configuration not stated) | -11 | 1.2 | 0.0 | 3
COC(=O)c1ccc(NC(=O)CSc2nnc(-c3ccco3)o2)cc1 | 9 | -1.6 | 0.2 | -8
Cc1nc2sc(C(c3ccco3)N3CC(C)CC(C)C3)c(O)n2n1 (configuration not stated) | 4 | 0.8 | 0.0 | 1
COc1cccc(Nc2nnc(SCC(=O)NNC(=O)C3CCC3)s2)c1 | 12 | -1.8 | 0.1 | -5
N#Cc1c(NC(=O)c2cc3n(n2)C(C(F)(F)F)CC(c2ccc(Cl)cc2)N3)sc2c1CCCC2 (configuration not stated) | 2 | 1.6 | 0.1 | -1
O=C(O)c1ccccc1N1C(=O)c2ccc(Oc3ccc(Oc4ccc5c(c4)C(=O)N(c4ccccc4C(=O)O)C5=O)cc3)cc2C1=O | -13 | -0.7 | 0.0 | 0
CCC(=O)Nc1ccc2c(c1)nc1n2CCN(C2CCCCC2)C1 | -5 | 0.6 | -0.1 | 1
O=C(CNCc1ccccc1)Nc1ccc(N2CCCCC2)cc1 | -7 | -0.7 | 0.1 | 49
CS(=O)(=O)N1CCCCC1C(=O)Nc1ccccc1-c1nc2ccccc2s1 (configuration not stated) | 6 | 0.6 | 0.1 | -1
CCC(C)NC(=O)C1CC(=O)N(CCc2ccc(C)cc2)C1 (configuration not stated) | -7 | -0.7 | 0.0 | 44
Cc1ccc(C2=NN(C(=O)CNCCO)C(c3ccco3)C2)cc1 (configuration not stated) | -14 | 0.1 | 0.0 | -1
CCOC(=O)c1c(NC(=O)C(Cl)(Cl)Cl)sc(C(=O)OC)c1C | -1 | 3.1 | 0.1 | 4
CC1CCCCC1NC(=O)c1ccc(Br)cc1 (configuration not stated) | 3 | 2.7 | -0.1 | 5
O=C(Nc1c2c(nn1-c1ccc(F)cc1)CS(=O)(=O)C2)c1cccc([N+](=O)[O-])c1 | -1 | 0.3 | 0.0 | -4
Cc1nn(S(C)(=O)=O)c(C)c1S(=O)(=O)N1CCCCCC1 | -13 | 2.0 | 0.2 | -19
Cc1ccccc1C1(CC(=O)N2CCSCC2)CC(=O)N(Cc2ccccc2)C1=O (configuration not stated) | -52 | -1.6 | -0.1 | 7
COc1ccc2nc(N3CCCC(C(=O)NCCCOC(C)C)C3)sc2c1 (configuration not stated) | 5 | 3.0 | -0.1 | 8
COc1cc(-c2nnc(CN3C(=O)NC4(CCC(C)CC4)C3=O)o2)cc(OC)c1OC (configuration not stated) | -7 | -2.5 | -0.1 | 1
Cc1cccc(OCC(=O)N(Cc2ccco2)C2CCS(=O)(=O)C2)c1C (configuration not stated) | 9 | 2.2 | 0.2 | -1
O=S(=O)(c1cccs1)N1CCN(Cc2ccc3c(c2)OCO3)CC1 | 0 | 1.9 | 0.0 | 1
O=C1CCC(=O)N1C(=O)c1ccc(F)cc1 | 6 | 0.7 | 1.1 | 2
COc1ccc(Cl)cc1NC(=S)N1CCC(N(C)CC2CCCO2)CC1 (configuration not stated) | -6 | -2.0 | -0.1 | -3
COCCNc1nccn2c(-c3cccs3)cnc12 | -44 | -0.6 | 0.5 | 22
O=C(CC(c1ccccc1)c1ccccc1)NCCCS(=O)(=O)N1CCN(c2ccccn2)CC1 | 14 | 1.4 | 0.1 | 9
CCOc1ccc2c(c1)OC(c1ccccc1)(C(F)(F)F)NC2=O (configuration not stated) | 4 | -0.8 | 0.0 | 4
CN(CCC#N)C(=O)C1CCC(CNS(=O)(=O)c2ccccc2)CC1 (configuration not stated) | 2 | 0.0 | 0.1 | 7
CCN1CCN(C(=O)C2c3ccccc3C(=O)N(CC(C)C)C2c2cccs2)CC1 (configuration not stated) | 1 | 0.6 | -0.2 | -7
Oc1ccccc1-c1cc(C(F)(F)C(F)F)[nH]n1 | -24 | 3.6 | 0.0 | -3
COC(=O)C1=CN(C2CCCC2)C=C(C(=O)OC)C1c1ccc(Cl)cc1 | -3 | -1.2 | 0.3 | 10
Cc1cc2c(s1)c1cnn(CC(=O)NC3CCCCC3)c(=O)c1n2C | 6 | 0.4 | 0.4 | 22
CCCCN(C)C(=O)C1CCN(Cc2cc(OC)ccc2OC)CC1 | -2 | 1.3 | 0.1 | 15
CCN(CC)c1ncccc1C(=O)N1CCCC1 | 4 | 1.4 | 0.2 | 7
OCCN1CN=C(Nc2nc3ccccc3o2)NC1 | 0 | -0.5 | 0.0 | -18
CCCC(=O)Nc1cccc2c1C(=O)c1ccccc1C2=O | 6 | 0.2 | -0.2 | 4
O=C(c1ccc2nc3ccc(Cl)cc3c(=O)n2c1)N1CCN(c2ccccc2F)CC1 | 10 | -1.6 | 0.7 | 6
Cc1ccc(-n2cc(-c3ccccc3)c3c(NC4CCCCC4)ncnc32)cc1 | 14 | -0.7 | 0.3 | 7
Cc1ccc2nc(NC(=O)C34CC5CC(C3)CC(n3cnc([N+](=O)[O-])n3)(C5)C4)sc2c1 | 9 | 4.6 | 0.1 | 2
COc1ccccc1Cn1c(=O)c2cccnc2n(CC(=O)Nc2cc(C)cc(C)c2)c1=O | -1 | 1.8 | 0.1 | -8
CCCN(Cc1ccccc1[N+](=O)[O-])CC1CC1 | -5 | -0.8 | 0.1 | 49
CC(=O)Nc1ccc([N+](=O)[O-])cc1-c1nc2ccccc2[nH]c1=O | -5 | -0.7 | 0.1 | 13
Cc1cc(C)cc(N2CCN(C(=O)N3CCOCC3)CC2)c1 | -1 | 0.5 | 0.3 | 5
COc1ccc(-n2cc(C(=O)Nc3ccc(Br)cc3C)c3ccccc3c2=O)cc1 | -1 | -0.1 | 0.7 | 9
COc1ccc(C(=O)NNC(=O)CCC(=O)Nc2ccccc2)cc1 | -5 | -0.5 | -0.2 | -5
S=C(c1c(/N=C(/c2ccccc2)N2CCOCC2)sc2c1CCCC2)N1CCOCC1 | -15 | -1.4 | 0.9 | 10
Cn1c(=O)c2c(nc(SCC(=O)N3CCOCC3)n2C)n(C)c1=O | -3 | 0.6 | 0.1 | 4
COc1cccc(NC(=O)COc2ccccc2[N+](=O)[O-])c1 | -59 | -0.4 | 0.0 | 1
Cc1ccc(N2C(=O)C3C4C=CC(O4)C3C2=O)c(C)c1 (configuration not stated) | -1 | 0.0 | 0.1 | 8
O=C(O)c1cccc(S(=O)(=O)NCc2ccc3c(c2)OCO3)c1 | -4 | -0.3 | 0.0 | 11
Cc1ccccc1Cc1c(C)nc2c(C(=O)N3CCN(c4cc(Cl)ccc4C)CC3)cnn2c1C | 4 | 0.0 | -0.2 | 3
CN1CCC(N(C)Cc2cccc3ccccc23)CC1 | 8 | 0.2 | 0.6 | 44
Cc1cccn2c(CNCCN3CCCC(O)C3)c(C(=O)N3CCOCC3)nc12 (configuration not stated) | 7 | 0.9 | 0.0 | 9
CC1=C(C(=O)OC2CCCC2)C(c2ccc(Cl)cc2)C2=C(CC(c3ccc(Cl)cc3)CC2=O)N1 (configuration not stated) | 3 | -1.0 | 0.0 | 17

Bioassay records (PubChem)
